Bioassay records from PubChem.
Mtb BioA inh = blocks M. tuberculosis BioA enzyme activity | inhibition, % at 9.99 µM | 0.096% of 360,000 active | AID 602481 | purified M. tuberculosis BioA enzyme, plate reader; in the data active means inhibition above about 40%; inconclusive means no clear call, values can overlap the other calls
BoNT-A LC inh2 = BoNT A light chain protease inhibition | multiplex microsphere protease substrate cleavage, flow cytometry | inhibition, % at 10 µM | 0.17% of 360,000 active | AID 588499; in the data active means inhibition above about 30%; inconclusive means no clear call, values can overlap the other calls; further: plate controls were buffer without enzyme for full effect and enzyme alone for no effect
CCHF vOTU inh = CCHFV vOTU protease inhibition; 0.55% of 370,000 active; inhibition, % at 11.5 µM; AID 651958; Pep-AMC fluorescence; further: 0% = vehicle wells with enzyme and 100% = no enzyme wells
FBA Mtb inh = inhibitors of M. tuberculosis fructose-bisphosphate aldolase. 2.3% of 360,000 active. inhibition, % at 1 µM. P9WQA3. purified M. tuberculosis FBA, fluorescence read-out; in the data active means inhibition above about 27%;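 further: 0% = vehicle and 100% = reference inhibitor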
Target sequence (P9WQA3 whole entry, looked up): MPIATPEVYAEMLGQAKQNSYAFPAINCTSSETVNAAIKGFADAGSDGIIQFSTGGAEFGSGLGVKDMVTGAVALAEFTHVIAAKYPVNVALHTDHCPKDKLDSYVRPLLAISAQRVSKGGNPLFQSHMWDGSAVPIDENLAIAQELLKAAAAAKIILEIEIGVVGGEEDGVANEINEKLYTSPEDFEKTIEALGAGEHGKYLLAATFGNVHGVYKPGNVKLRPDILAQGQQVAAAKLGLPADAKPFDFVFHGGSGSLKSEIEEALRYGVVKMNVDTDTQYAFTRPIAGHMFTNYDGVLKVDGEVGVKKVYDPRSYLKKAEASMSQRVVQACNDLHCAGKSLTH
GDH-TPI inh = GDH-TPI coupled enzyme inhibition counter-screen. inhibition, % at 4.8 µM. GDH-TPI coupled enzyme counterscreen, NADH absorbance. 1.2% of 360,000 active. AID 588335;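 further: 0% = DMSO wells and 100% = wells lacking the enzyme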
BoNT-F LC inh = blocks Botulinum neurotoxin F light chain protease; inhibition, % at 10 µM; Multiplex microsphere protease cleavage assay, flow cytometry; AID 588497; 0.22% of 360,000 active; in the data active means inhibition above about 35%, passing the limit was not always enough; inconclusive means no clear call, values can overlap the other calls; further: plate controls were buffer without enzyme for full effect and enzyme alone for no effect
FadD28 binding = inhibitors of Mycobacterium tuberculosis FadD28 bisubstrate binding | FadD28 bisubstrate probe binding, fluorescence polarization | inhibition, % at 12.5 µM | 0.22% of 360,000 active; in the data active means inhibition above about 8.5%, passing the limit was not always enough; inconclusive means no clear call, values can overlap the other calls
Mtb UGM inh = inhibitors of M. tuberculosis UDP-galactopyranose mutase; P9WIQ1; purified UGM, fluorescence polarization probe displacement; inhibition, % at 10 µM; 0.06% of 320,000 active; AID 504406; in the data active means inhibition above about 10%, passing the limit was not always enough; inconclusive means no clear call, values can overlap the other calls
Target sequence (P9WIQ1 whole entry, looked up): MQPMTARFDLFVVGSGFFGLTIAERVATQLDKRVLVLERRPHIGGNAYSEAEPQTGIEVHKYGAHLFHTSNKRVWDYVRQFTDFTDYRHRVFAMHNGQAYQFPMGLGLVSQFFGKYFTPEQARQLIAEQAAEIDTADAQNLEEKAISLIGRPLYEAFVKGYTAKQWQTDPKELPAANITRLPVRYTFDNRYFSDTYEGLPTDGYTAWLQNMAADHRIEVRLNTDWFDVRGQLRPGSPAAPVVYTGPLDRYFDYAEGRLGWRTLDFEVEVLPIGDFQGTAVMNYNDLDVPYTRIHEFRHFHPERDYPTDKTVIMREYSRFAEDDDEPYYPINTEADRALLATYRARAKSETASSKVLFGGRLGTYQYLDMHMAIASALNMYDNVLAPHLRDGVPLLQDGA
PrPC TRFRET = cell surface PrPC inhibition, primary TR-FRET screen; P04156; TR-FRET read-out; inhibition, % at 13.8 µM; 0.43% of 370,000 active; AID 720596; in the data active means inhibition above about 24%; further: 0% = median of the test wells and 100% = reference compound wells
An asterisk follows results filed as active; ? = inconclusive; · = no result given; + = active, no number. Unless noted, no stated cut-off is given here; in the data, active means inhibition above about 30%; inactive means the rest.

Structure	Mtb BioA inh	BoNT-A LC inh2	CCHF vOTU inh	FBA Mtb inh	GDH-TPI inh	BoNT-F LC inh	FadD28 binding	Mtb UGM inh	PrPC TRFRET
COc1ccc(C2/C(=C(/O)c3ccc4c(c3)CC(C)O4)C(=O)C(=O)N2CCCN2CCOCC2)cc1 (stereo not drawn)	0.7	0.1	-6	-1	17	6	-2.0	3.0	9
COc1cc(C)ccc1OCC(=O)Nc1ccc2c(c1)OCO2	0.1	0.3	3	-1	-7	-14	-2.1	-0.6	7
CCOC(=O)[C@]12CCC=C1N(CCC1=CCCCC1)C(=O)[C@H](CC(=O)NCC1CCCCC1)C2	·	0.1	4	·	·	-3	·	·	-1
CC(C)c1ccc(/C=C2\CC/C(=C\C=N\N(C)C)C2=O)cc1	-0.5	0.0	-2	-7	-5	0	-1.8	1.0	-1
CCOc1ccc(OCC)c(NC(=O)CC2Oc3ccc(C)cc3NC2=O)c1 (stereo not drawn)	-2.1	-0.4	2	-2	-3	-3	-2.7	0.3	-3
O=c1ccn(CCOc2ccc(Cl)cc2)c(=O)[nH]1	-0.5	-0.3	6	5	6	5	0.7	2.1	4
CCCCOc1ccc(/C=C/C(=O)OCC(=O)NC(=O)NCC(C)C)cc1OCC	-0.9	0.1	0	-8	-12	0	-3.0	-0.4	2
COc1ccccc1CN1CC(C(=O)NCc2cc(F)ccc2C)CCC1=O (stereo not drawn)	1.2	1.9	-4	-2	-2	3	1.2	·	8
O=C(c1ccccc1)c1ccc2nc(-c3ccco3)c(-c3ccco3)nc2c1	-1.4	42*	29	1	29	-9	0.5	0.0	-11
CN1C(=S)SC(/[N+]([O-])=C\c2ccc(Cl)cc2)C1(C)C (stereo not drawn)	-0.9	·	10	4	5	·	-3.5	-0.9	-5
Fc1cccc(C2NCCc3[nH]cnc32)c1 (stereo not drawn)	·	-1.9	-6	-3	-1	-12	0.1	-3.9	2
O=C(Nc1nccs1)[C@@H]1CCCN1S(=O)(=O)c1ccc(Cl)cc1	0.4	0.3	11	1	3	5	-0.1	-1.7	-5
O=C(COc1ccc2ccccc2c1)Nc1ccc(Br)cc1C(=O)O	3.4	-2.1	4	2	0	2	-12	2.5	-6
CN(CC(=O)Nc1ccc(F)cc1)C(=O)COC(=O)c1ccc(-c2ccccc2)cc1	-0.1	2.6	-4	1	13	4	0.5	-1.1	5
CC1CN(c2nc3c(c(=O)n(Cc4ccc(Cl)cc4)c(=O)n3C)n2C)CC(C)O1 (stereo not drawn)	7.2	-3.2	0	-4	18	-4	-1.2	-2.5	5
Cc1cc2nc(N)sc2cc1C	0.4	-1.0	1	3	-4	-14	-1.7	-2.8	36*
COc1cc(NC(=O)C2CC2)c(OC)cc1NC(=O)c1ccco1	-0.7	0.8	9	-2	4	1	-3.1	-1.4	-3
Nc1ccc2c(c1)C(=Cc1cccnc1)c1ccccc1-2	-4.4	-0.5	2	0	14	-3	0.2	·	-6
COc1ccc(Cc2nnc(NC(=O)Cc3cccs3)s2)cc1	-0.8	2.4	·	2	10	23	-3.4	·	·
Cc1ccc(OCCCOc2cccc3cccnc23)cc1C	2.7	-0.3	9	3	3	-3	-3.3	-1.0	3
O=C(Nc1cccc(Cl)c1Cl)Nn1cnnc1	0.1	-0.2	3	3	-2	5	-2.1	0.9	-3
COc1ccc(C(=O)Oc2ccc(Br)cc2C(=S)N2CCOCC2)cc1	-3.0	-1.7	4	-1	3	-8	-1.4	6.2	-1
Cc1cscc(C)c1=S	-2.6	0.8	5	0	6	-1	-0.8	·	-6
Nc1nc(NCCCN2CCOCC2)nc(Nc2cccc(Cl)c2)c1[N+](=O)[O-]	·	-0.4	6	4	26	-7	-0.2	-0.8	-7
CN1CCN(C(=O)c2ccc(S(=O)(=O)Nc3ccccc3)cc2)CC1	11	0.8	-1	1	2	3	·	1.6	-4
COCCn1c(SC(C)C(=O)NC2CC2)nnc1-c1cccc(C)c1 (stereo not drawn)	-1.1	0.1	0	6	2	6	-1.4	-0.7	3
CN(C)c1ncnc2c1ncn2[C@H]1CN(CCN2CCOCC2)C[C@@H](CO)O1	0.4	-0.4	21	1	8	-9	-1.8	·	4
O=C(Nc1ccc2c(c1)OCO2)c1ccc(CO)cc1	5.6	-0.1	-7	4	0	3	-1.2	-0.7	0
COC(=O)c1ccc(OC(=O)/C=C/c2ccco2)cc1	-6.1	-0.9	7	6	14	8	-0.6	-1.0	-2
O=C(Nc1cc(C(F)(F)F)ccc1N1CCOCC1)c1ccc(Br)o1	0.5	-0.8	15	-4	-6	-1	-4.8	1.8	-1
Cc1ccc(C)c(S(=O)(=O)N2CCN(C(=O)Cn3c(C(F)(F)F)nc4ccccc43)CC2)c1	11	-0.8	-9	-3	3	-6	1.3	-1.1	-2
COC1C(O)C(C)OC(OC2C(Oc3cccc4c(O)c5c(=O)oc6ccc(C)c7c(=O)oc(c34)c5c67)OC(C)C(O)C2O)C1O (stereo not drawn)	·	1.6	-4	2	7	6	2.5	·	-3
CC(C)(C)c1ccc(C2(C)NC(=O)N(CC(=O)Nc3ccc4c(c3)OCO4)C2=O)cc1 (stereo not drawn)	-0.7	-2.0	24	-5	-2	-36	4.2	-0.8	-2
O=C1N(C2CCCC2)C[C@@H]2C[C@@H](c3cn[nH]c3-c3ccc(Cl)cc3)N3CCC[C@@]123	1.9	0.7	-1	2	-3	0	-2.8	-7.5	0
CC1(C)NC(=O)N(CC(=O)Nc2nc(-c3ccc(F)cc3)cs2)C1=O	-0.6	3.1	-2	3	-5	1	-2.7	-1.7	-5
CC(=O)c1ccc(NC(=S)Nc2ccn(Cc3ccc(Br)cc3)n2)cc1	0.8	-0.8	-3	-2	3	-1	-3.8	-5.2	8
O=C(Nc1ccc(F)cc1Cl)c1ccc2c(=O)n3c(nc2c1)CCCCC3	-3.6	-1.1	0	1	6	-7	0.2	-0.7	-1
COc1cc(Cn2c(N)c(C(=O)NCc3ccco3)c3nc4ccccc4nc32)cc(OC)c1OC	-2.0	-0.7	-3	3	-3	-13	-2.2	-0.2	-5
COc1cccc(NC(=O)CN(C)C(=O)c2ccc(-c3cccc(C(F)(F)F)c3)o2)c1	·	2.0	-2	-1	5	3	-4.1	3.3	10
COCCOC(=O)c1c(N)n(Cc2ccccc2)c2nc3ccccc3nc12	-0.1	3.5	-196	+	6	?	-11	-0.8	-19
Cc1cc(C)c(S(=O)(=O)Nc2ccc(N3CCOCC3)cc2)c(C)c1	0.0	-0.1	2	0	-2	-5	0.7	-1.3	6
CCC(=O)Nc1ccccc1C(=O)OC(c1ccccc1)c1ccccc1	·	-0.1	-14	-3	7	-3	0.7	-0.6	-7
CCOC(=O)c1c(N)sc(C(=O)N2CCCCC2)c1C	-2.5	·	-6	0	0	·	-1.2	-0.1	-5
O=C1NC2(CCCCO2)CO1 (stereo not drawn)	0.0	0.2	-2	0	11	3	0.5	-0.9	-1
COc1ccccc1/C=N/n1cnnc1	-0.8	0.3	2	2	8	11	-2.4	-0.6	2
CN(C)C(=O)CSc1nc2ccccc2n1Cc1ccccc1	·	-1.2	-15	-3	4	-8	-1.0	-1.2	10
CC(=O)OCC(=O)C1(O)CCC2C3CC(F)C4=CC(=O)CCC4(C)C3C(O)CC21C (stereo not drawn)	-0.4	-0.6	-4	15	9	-8	-3.8	·	10
O=C(OCCN1CCCC1=O)c1cc(F)c(F)c(F)c1F	-1.1	-5.6	1	-2	9	-32	-0.5	0.8	0
O=C(Nc1ccc(N2CCOCC2)cc1)c1csc([C@@H]2O[C@H](CO)[C@H](O)[C@H](O)[C@H]2O)n1	-0.1	0.2	3	-2	14	0	-0.4	·	4
COC(=O)CNC(=O)C1Nc2ccc(OC(F)(F)F)cc2C2C=CCC12 (stereo not drawn)	12	0.9	4	-1	7	8	-0.5	0.4	1

Copied from the list.
`CN(CC(=O)Nc1ccc(F)cc1)C(=O)COC(=O)c1ccc(-c2ccccc2)cc1` – Mtb UGM inh: -1.1
`COc1ccccc1CN1CC(C(=O)NCc2cc(F)ccc2C)CCC1=O` (stereo not drawn) – GDH-TPI inh: -2
`COc1ccc(Cc2nnc(NC(=O)Cc3cccs3)s2)cc1` – BoNT-F LC inh: 23

Sorted by number of heavy atoms (descending): part of the list above.
Structure	Mtb BioA inh	BoNT-A LC inh2	CCHF vOTU inh	FBA Mtb inh	GDH-TPI inh	BoNT-F LC inh	FadD28 binding	Mtb UGM inh	PrPC TRFRET
COc1cccc(NC(=O)CN(C)C(=O)c2ccc(-c3cccc(C(F)(F)F)c3)o2)c1	·	2.0	-2	-1	5	3	-4.1	3.3	10
O=C(Nc1ccc(F)cc1Cl)c1ccc2c(=O)n3c(nc2c1)CCCCC3	-3.6	-1.1	0	1	6	-7	0.2	-0.7	-1
O=C(Nc1ccc2c(c1)OCO2)c1ccc(CO)cc1	5.6	-0.1	-7	4	0	3	-1.2	-0.7	0

Continuation:
Structure	Mtb BioA inh	BoNT-A LC inh2	CCHF vOTU inh	FBA Mtb inh	GDH-TPI inh	BoNT-F LC inh	FadD28 binding	Mtb UGM inh	PrPC TRFRET
CC(C)C(=O)Nc1c2c(nc3ccccc13)N(C)CC2	1.9	1.2	-65	74*	12	-5	-1.3	-0.5	-2
Cc1cc(C)n(CCCNC(=O)c2ccc(C)c(S(=O)(=O)N3CCOCC3)c2)n1	·	3.5	-10	-1	-5	-1	-1.5	0.3	-3
COC(=O)c1ccc(CNC(=O)CSC(C)C(=O)Nc2cc(C)on2)cc1 (stereo not drawn)	1.8	-0.8	-11	-2	-8	4	·	0.4	-3
COc1ccccc1-c1csc2ncnc(Sc3nnnn3C)c12	2.2	-0.8	-5	-1	-1	-5	-3.3	-0.2	-3
O=C(N/N=C\c1cc2c(cc1Cl)OCO2)c1cccs1	0.0	-0.1	8	-3	17	-1	-3.2	3.3	-9
CCCCNC(=O)Nc1ncn[nH]1	-4.4	-3.3	-1	6	3	-6	-0.8	2.1	9
Cc1ccc(-n2c(C)cc(C=C3C(=O)CC(C)(C)CC3=O)c2C)cc1	·	-0.2	0	1	8	-5	-0.2	3.4	-7
O=C1C2CCCN2C(c2ccc(Br)cc2)N1c1ccc(F)cc1 (stereo not drawn)	-1.6	-0.1	-8	2	3	2	-2.5	0.2	-1
OC(CSc1ccccc1Cl)CN1CCN(c2ccccc2F)CC1 (stereo not drawn)	0.5	-1.1	19	5	-2	-7	-3.0	-0.5	5
O=C(Cc1cccs1)N/N=C\c1ccc(O)cc1	0.2	0.3	-7	-1	16	0	0.9	-0.8	0
O=C(/C=C/c1ccc(F)cc1)NC(=S)NNC(=O)c1cccnc1	1.2	0.0	7	0	8	-3	-1.1	-1.5	-3
CC1(C)CC(=O)C(/C=N/n2cnc3ccccc3c2=O)=C(O)C1	2.1	-0.3	-5	-2	-7	-2	-0.3	-1.5	-5
COc1cc(/C=C2/NC(=O)NC2=O)cc(Br)c1OCc1ccc(C(=O)O)cc1	·	1.5	10	2	20	8	-1.2	1.5	-2
O=C(N/N=C/c1c(Cl)cccc1Cl)c1cccc(F)c1	·	0.2	·	-1	1	-7	0.8	-1.1	·
CCCCNC(=O)COC(=O)c1cc2c(C)nn(-c3ccccc3)c2s1	·	-1.0	-1	29*	14	-16	-1.7	0.5	3
CN(C(=O)COC(=O)c1cccnc1Cl)C1CCCCC1	0.9	-0.1	-10	2	-4	-4	-2.1	-1.2	5
O=C(OCc1ccccc1)/C(=C(\O)c1ccccc1Br)c1ccc(-c2ccccc2)cn1	-1.8	0.8	-3	0	-3	8	-3.7	-0.9	3
COc1ccc(CCNC(=O)c2c(N)n(CCN3CCOCC3)c3nc4ccccc4nc23)cc1	1.1	3.5	-8	21	-1	2	-0.9	0.7	0
Cc1ccc2c(C)c(C(=O)N(Cc3ccncc3)CC3CCCO3)oc2c1C (stereo not drawn)	4.7	2.7	-13	2	3	5	0.0	0.2	3
CCOC(=O)COc1cccc2c(=O)n(CC(=O)NCc3ccc4c(c3)OCO4)ccc12	0.8	-0.4	-5	3	3	-2	0.5	4.0	4
CCc1nc2c(OCC(=O)C(C)(C)C)cccn2c1N(C)C(=O)COc1ccccc1	0.6	-0.7	22	-3	-12	-9	-3.5	·	3
O=C(NCCCN1CCOCC1)c1ccc2c(c1)N(Cc1ccccc1)C(=O)c1ccccc1S2=O (stereo not drawn)	-1.2	1.0	17	7	2	-4	-2.1	5.2	1
